Rac1 act GTP bind: GTP binding modulators of activated mutant Rac1, primary screen, biochemical, bead-based flow cytometry, multiplex, fluorescent GTP | percent activity (GTP binding), % at 10 µM | GST-Rac1 activated beads; actives lie on both sides; 100% means binding = to untreated wells | Ras-related C3 botulinum toxin substrate 1 (Homo sapiens), P63000 | 0.11% of 190,000 active;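 active = GTP binding at least 20 percentage points away from the 100% baseline, in either direction, so actives lie on both sides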
RGS8-Gao: RGS8-Galphao binding modulators, primary screen, biochemical, multiplexed bead flow cytometry; actives lie on both sides; response (percent of control binding), % at 10 µM; 0.34% of 220,000 active; AID 1423, 2008; in the data active = response below about 60% or above about 140%; inactive = in between;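 note: Galphao activated as the GDP aluminium fluoride complex binding bead-coupled RGS8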
Target sequence (P09471 whole entry, looked up): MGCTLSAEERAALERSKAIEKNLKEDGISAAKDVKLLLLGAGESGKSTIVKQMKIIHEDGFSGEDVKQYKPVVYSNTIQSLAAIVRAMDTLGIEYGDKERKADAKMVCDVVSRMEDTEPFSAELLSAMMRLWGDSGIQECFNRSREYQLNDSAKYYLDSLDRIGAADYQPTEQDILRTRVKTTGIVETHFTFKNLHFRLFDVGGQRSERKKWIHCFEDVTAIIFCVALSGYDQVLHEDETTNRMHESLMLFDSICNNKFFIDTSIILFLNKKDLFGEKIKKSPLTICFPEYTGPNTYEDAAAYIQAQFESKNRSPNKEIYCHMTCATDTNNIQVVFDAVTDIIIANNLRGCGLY
HRas wt GTP bind: modulators of GTP binding to HRas wildtype, primary screen, biochemical, bead-based flow cytometry, multiplex; GTP binding activity, % at 10 µM; GTPase HRas (Homo sapiens), P01112; GST-Ras wt beads, Bodipy-FL-GTP binding; actives lie on both sides; 0.14% of 190,000 active;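 active = GTP binding activity at least 20% away from the 100% baseline, either lowered as inhibitor or raised as activator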;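 note: 0% = unlabeled GTP competition control and 100% = no-compound control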
Target sequence (P01112 whole entry, looked up): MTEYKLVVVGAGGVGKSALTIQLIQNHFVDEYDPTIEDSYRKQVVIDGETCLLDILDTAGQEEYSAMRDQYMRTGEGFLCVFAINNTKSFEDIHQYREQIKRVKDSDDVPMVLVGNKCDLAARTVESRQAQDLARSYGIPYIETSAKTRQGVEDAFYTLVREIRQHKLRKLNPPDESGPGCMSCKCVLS
Cdc42 wt GTP: modulators of GTP binding to wildtype Cdc42, primary screen, biochemical, multiplex bead flow cytometry, Bodipy-GTP. Cell division control protein 42 homolog (Homo sapiens), P60953. GST-Cdc42 beads; actives lie on both sides. percent activity (GTP binding), % at 10 µM. 0.2% of 190,000 active;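 active = percent activity GTP binding at least 20 points away from the 100% baseline, either down as inhibitor or up as activator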;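 note: median bead fluorescence of bound Bodipy-FL-GTP at 100 nM; 0% = excess unlabeled GTP control and 100% = no compound control; below 100% means less GTP binding so inhibitor and above means activator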
Mcl1 Noxa PPI: Mcl-1/Noxa binding inhibitors, primary screen, biochemical, TR-FRET, 1536-well | 1.5% of 220,000 active | AID 1022, 2008 | Induced myeloid leukemia cell differentiation protein Mcl-1 (Homo sapiens), Q07820 | inhibition, % at 21.7 µM | TR-FRET Mcl-1/Noxa peptide binding, 2 h;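 active = compounds that cut the protein-peptide binding signal by more than 50% relative to plate controls in a single-dose test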;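 note: His-tagged Mcl-1 with rhodamine Noxa BH3 peptide and terbium anti-His antibody; 0% = Mcl-1 plus Noxa peptide wells and 100% = peptide-only wells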
Target sequence (Q07820 whole entry, looked up): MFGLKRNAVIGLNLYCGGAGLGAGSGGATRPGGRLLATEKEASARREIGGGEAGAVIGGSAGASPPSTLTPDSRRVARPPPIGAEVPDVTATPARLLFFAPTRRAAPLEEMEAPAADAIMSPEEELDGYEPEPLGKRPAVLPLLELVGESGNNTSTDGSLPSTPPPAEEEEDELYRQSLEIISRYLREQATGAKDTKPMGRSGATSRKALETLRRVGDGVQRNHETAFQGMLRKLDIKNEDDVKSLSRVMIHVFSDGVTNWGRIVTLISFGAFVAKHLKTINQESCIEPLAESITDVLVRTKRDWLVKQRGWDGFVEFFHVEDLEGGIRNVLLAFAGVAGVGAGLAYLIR
Mcl1-Bid inh: Mcl-1/Bid binding inhibitors, primary screen, biochemical, TR-FRET, 1536-well; TR-FRET Mcl-1/Bid-Dy647 peptide binding; inhibition, % at 21.7 µM; 0.97% of 220,000 active; AID 1021, 2008;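 active = compounds that cut the binding signal by more than half at the single screening dose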;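 note: His-tagged Mcl-1 with europium anti-His antibody binding Bid BH3 peptide; 0% = Mcl-1 plus peptide wells and 100% = peptide-only wells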
Rab2A wt mod: modulators of GTP binding to Rab2A wildtype, primary screen, biochemical, dog, bead-based flow cytometry, multiplex; Ras-related protein Rab-2A (Canis lupus familiaris), P61105; GST-Rab2 wt beads, Bodipy-GTP binding; GTP binding activity, % at 10 µM; 0.19% of 190,000 active;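 active = GTP binding activity at least 20 points away from 100%, either lowered or raised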;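 note: 0% = beads with excess unlabeled GTP and 100% = no-compound control corrected for plate trend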
Rab7 wt modul: modulators of GTP binding to Rab7, primary screen, biochemical, wildtype, multiplex bead flow cytometry; Rab7 GTPase wild type (dog), Bodipy-FL-GTP binding; GST-Rab7 beads, fluorescent GTP binding; actives lie on both sides; untreated = 100%, excess cold GTP = 0%; 0.055% of 190,000 active; AID 758, 2007; GTP binding activity (percent of control), % at 10 µM;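 active = fluorescent GTP binding to Rab7 beads changed by at least 20 points from the 100% baseline, either direction, mostly lower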;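 note: median green fluorescence of bound Bodipy-FL-GTP per Rab7 bead population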
Mcl-1 Bim block: inhibitors of Bim peptide binding to Mcl-1, primary screen, biochemical, bead-based flow cytometry, multiplex; inhibition, % at 10 µM; 0.1% of 190,000 active; Bim peptide-Mcl-1 binding; in the data active = inhibition above about 40%;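 note: 0% = no compound tracer wells and 100% = peptide blocker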
Rac1 wt GTP bind: wildtype Rac1 GTP binding modulators, primary screen, biochemical, GST-Rac1 beads, flow cytometry, multiplex; fluorescent GTP binding; actives lie on both sides; 0 = cold GTP competed, 100 = untreated; GTP binding activity (% of control), % at 10 µM; 0.27% of 190,000 active; AID 757, 2007;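 active = GTP binding activity at least 20 points away from the 100% control level, either lower or higher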
Pf gamet viab: late stage P. falciparum gametocyte viability inhibitors, primary screen, ATP luminescence, HTS; P. falciparum stage V gametocytes, 24 h; inhibition, % at 10.9 µM; 0.065% of 150,000 active;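 active = inhibition above the mean plus 3 SD of compounds within the control limits, set per campaign, cut at about 38% in these data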;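 note: 0% = DMSO wells and 100% = medium only without gametocytes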
An asterisk follows results filed as active; x = not tested or not shown.

Order of results – Rac1 act GTP bind, RGS8-Gao, HRas wt GTP bind, Cdc42 wt GTP, Mcl1 Noxa PPI, Mcl1-Bid inh, Rab2A wt mod, Rab7 wt modul, Mcl-1 Bim block, Rac1 wt GTP bind, Pf gamet viab
- COc1ccc(NC(C)=O)cc1NC(=O)CN1CCN(CC(=O)Nc2ccccc2Cl)CC1
  102.0, 98.8, 106.0, 107.0, 14.1, -25.5, 104.0, 105.0, 1.0, 107.0, 21.7
- CC1CCc2sc(C(=O)Nc3nnc(SCc4ccc(F)cc4)s3)cc2C1 (stereo unspecified)
  97.0, 101.3, 100.0, 98.0, -1.0, -28.3, 98.0, 99.0, -4.0, 103.0, 5.1
- Cc1cc(-c2nc3ccccc3[nH]2)ccc1N
  96.0, 102.4, 95.0, 94.0, -4.2, 0.1, 93.0, 93.0, -2.0, 99.0, -1.1
- Cc1ccc(N(C)C(=O)N2CCN(S(=O)(=O)c3ccc(C)cc3)CC2)cc1
  99.0, 101.6, 101.0, 104.0, -0.1, -20.0, 101.0, 99.0, -1.0, 105.0, x
- CC(C)CN(CCCNC(=O)CC1Oc2ccccc2NC1=O)CC(C)C (stereo unspecified)
  99.0, 99.1, 103.0, 101.0, 16.1, -10.1, 101.0, 98.0, 0.0, 101.0, x
- O=C(c1ccc(S(=O)(=O)Cc2ccccc2F)c([N+](=O)[O-])c1)N1CCCC1
  95.0, 100.7, 102.0, 97.0, -13.9, -11.3, 98.0, 103.0, 3.0, 102.0, -7.4
- CCC1C(=O)NCCN1C(=O)c1ccccc1OC1CCN(S(C)(=O)=O)CC1 (stereo unspecified)
  99.0, 101.2, 95.0, 97.0, -5.5, 2.1, 95.0, 95.0, -4.0, 98.0, -4.0
- Cc1cc(NCC2CCCO2)n2c(nc3ccccc32)c1C#N (stereo unspecified)
  97.0, 108.7, 98.0, 100.0, 14.2, -0.3, 98.0, 97.0, 1.0, 99.0, x
- Cn1nnc2c(N3CCCCC3)nccc21
  99.0, 104.2, 99.0, 102.0, 19.7, 9.5, 99.0, 99.0, 0.0, 101.0, 1.1
- O=C(NC12CC3CC(CC(C3)C1)C2)N1CC2Cc3cccc(=O)n3C(C2)C1 (stereo unspecified)
  95.0, 105.5, 101.0, 99.0, -10.1, -26.1, 100.0, 100.0, 2.0, 94.0, x
- O=C(CSc1nc2ccccc2c(=O)[nH]1)c1ccccc1
  97.0, 103.2, 98.0, 100.0, 20.4, 0.8, 98.0, 97.0, -2.0, 104.0, -16.8
- C/C(=C\C(=O)c1ccc(C)cc1)Nc1ccc(N2CCOCC2)cc1
  98.0, 89.9, 102.0, 100.0, 8.0, -10.3, 104.0, 105.0, -4.0, 108.0, x
- Cn1nc(C(F)(F)F)c2cc(C(=O)N3CCOCC3)sc21
  98.0, 99.1, 103.0, 95.0, 9.8, -12.3, 99.0, 100.0, 2.0, 102.0, 14.8
- NC(=O)c1cccn1Cc1ccccc1Cl
  99.0, 100.8, 102.0, 101.0, 18.6, 0.9, 98.0, 102.0, -5.0, 107.0, 1.1
- NC1=NC(=O)S/C1=C\c1ccc(F)cc1
  93.0, 114.2, 95.0, 93.0, -20.5, -9.9, 96.0, 101.0, 0.0, 95.0, -12.0
- Cc1ccc([N+](=O)[O-])cc1-c1ccc(/C=C(\C#N)c2[nH]nc(N)c2C#N)o1
  88.0, 101.9, 80.0, 88.0, 67.6*, 79.0*, 82.0, 87.0, -11.0, 79.0*, -13.8
- O=C1C=C(Nc2ccccc2)c2ccccc2C1=O
  94.0, 100.8, 97.0, 95.0, 12.8, -70.2, 97.0, 102.0, 11.0, 95.0, x
- NS(=O)(=O)c1ccc(CCNC(=O)COC(=O)CC(c2ccccc2)c2ccccc2)cc1
  94.0, 95.4, 93.0, 95.0, 15.7, -24.3, 92.0, 90.0, 1.0, 96.0, x
- CC(C)NC(=O)c1c(O)c2ccccc2[nH]c1=O
  101.0, 100.4, 102.0, 102.0, -6.8, 15.2, 100.0, 99.0, 0.0, 107.0, x
- COC(=O)Cc1ccc(NC(=S)NCc2cccc(OC)c2)cc1
  99.0, 101.2, 102.0, 103.0, 17.9, -47.8, 105.0, 109.0, -3.0, 101.0, -0.1
- COC(=O)c1c(NC(=O)Cn2nc(C(F)F)cc2C(F)F)sc(C)c1C
  102.0, 97.6, 104.0, 105.0, 10.3, -18.6, 101.0, 100.0, -4.0, 104.0, x
- CSC(=NS(=O)(=O)c1ccc(C)cc1)SC
  98.0, 102.2, 102.0, 101.0, 23.5, 5.7, 103.0, 102.0, -4.0, 104.0, x
- Cc1cc(C(C)(C)C)cc(C)c1N
  102.0, 104.7, 101.0, 103.0, 15.8, -35.2, 100.0, 96.0, 28.0, 105.0, 1.4
- CNC(=S)N/N=C/c1cn(CCOc2cccc(OC)c2)c2ccccc12
  100.0, 102.0, 100.0, 95.0, -14.0, -98.3, 98.0, 99.0, -6.0, 104.0, -9.7
- CCOCCCNC(=O)C(c1ccc(OC)cc1)N(Cc1cccs1)C(=O)CNC(C)=O (stereo unspecified)
  101.0, 98.8, 101.0, 102.0, -1.6, -29.7, 105.0, 107.0, 0.0, 104.0, -18.6
- Cc1cc(C)n(CCC(=O)N/N=C/c2ccccc2O)n1
  98.0, 101.2, 98.0, 101.0, -4.0, -25.8, 96.0, 97.0, -5.0, 99.0, -18.5
- O=Cc1c(N2CCN(c3cccc(Cl)c3)CC2)nc2ccccn2c1=O
  92.0, 106.5, 94.0, 94.0, x, -21.9, 92.0, 94.0, -6.0, 91.0, x
- Clc1ccc(-n2cc(COCc3ccccc3)nn2)cc1
  92.0, 101.1, 93.0, 95.0, 3.2, -1.5, 93.0, 94.0, 1.0, 95.0, -39.4
- CC(C(=O)Nc1ccc(S(=O)(=O)N2CCCCC2)cc1)N1CCN(c2ccccn2)CC1 (stereo unspecified)
  95.0, 102.8, 96.0, 100.0, 9.1, -9.6, 96.0, 102.0, 0.0, 95.0, x
- CC(=O)CSc1nc2ccccc2o1
  96.0, 101.3, 102.0, 103.0, -7.1, -5.0, 99.0, 99.0, -2.0, 101.0, x
- CC(=O)c1cc2cc(O)ccc2o1
  99.0, 98.7, 99.0, 98.0, -5.1, -0.4, 100.0, 92.0, 3.0, 98.0, 9.5
- O=C(CCC1CCCCC1)Nc1cccnc1
  100.0, x, 101.0, 104.0, -2.4, -30.6, 100.0, 101.0, -2.0, 108.0, x
- O=S(=O)(NC1CCCCCC1)c1cccc2cccnc12
  93.0, 103.9, 93.0, 92.0, 20.4, 19.4, 93.0, 94.0, 3.0, 94.0, x
- O=C(O)c1ncc(-c2ccccc2)cn1
  100.0, 112.7, 106.0, 106.0, 15.1, 26.5, 106.0, 103.0, -3.0, 105.0, 10.6
- CC1CCc2cc(F)cc3c(O)c(C(=O)NCC4CCCO4)c(=O)n1c23 (stereo unspecified)
  99.0, 95.2, 101.0, 99.0, 0.0, -17.5, 101.0, 101.0, 4.0, 98.0, x
- COC(=O)C(NC(=O)c1ccc(F)cc1)(Nc1ncc(S(=O)(=O)c2ccc([N+](=O)[O-])cc2)s1)C(F)(F)F (stereo unspecified)
  97.0, 98.2, 99.0, 99.0, 9.1, 11.3, 96.0, 96.0, -2.0, 97.0, x
- COc1ccc(N2CCN(C(=S)Nc3cc(C)cc(C)c3)CC2)cc1
  98.0, 103.1, 103.0, 104.0, 18.7, -15.6, 100.0, 101.0, -3.0, 104.0, x
- Cn1c(SCC(=O)NC2CCCCCC2)nnc1-c1cccs1
  101.0, 101.6, 106.0, 103.0, 6.4, -11.3, 101.0, 105.0, -2.0, 109.0, 2.0
- Nc1nc(-c2ccccc2)nn1C(=O)Cc1ccccc1
  93.0, 101.3, 97.0, 97.0, 6.5, 9.6, 94.0, 95.0, 0.0, 96.0, x
- O=C1CSC(c2cccc([N+](=O)[O-])c2)N1c1ccccc1 (stereo unspecified)
  96.0, 99.8, 99.0, 100.0, -12.2, -4.6, 98.0, 96.0, 2.0, 102.0, x
- CCOc1ccc(S(=O)(=O)N(CC(=O)O)c2ccc(C)cc2)cc1
  96.0, 101.9, 100.0, 101.0, 12.6, -5.3, 100.0, 100.0, 0.0, 104.0, x
- CC(C)c1ccc(-c2nnn(CCC(=O)O)n2)cc1
  90.0, 99.0, 94.0, 92.0, 8.4, -1.7, 91.0, 99.0, -2.0, 91.0, x
- O=S(=O)(NC1c2cccc3cccc(c23)C1Sc1ncccn1)c1ccc(Cl)cc1 (stereo unspecified)
  102.0, 98.6, 101.0, 99.0, 11.0, -32.0, 102.0, 100.0, -3.0, 105.0, 4.6
- O=C(O)c1cccc(N2CCCC2)c1
  99.0, 99.2, 103.0, 103.0, 17.3, -40.8, 102.0, 102.0, -1.0, 103.0, x
- C/C(Cn1nnc([N+](=O)[O-])n1)=N\NC(=O)c1ccc(Cl)c(Cl)c1
  100.0, 99.9, 103.0, 102.0, 11.8, -4.0, 102.0, 105.0, 8.0, 112.0, x
- O=C(Cc1c(C(=O)O)[nH]c2ccccc12)NCCN1CCN(c2cccc(Cl)c2)CC1
  102.0, 100.2, 106.0, 104.0, -2.7, -24.6, 107.0, 111.0, 1.0, 105.0, 17.9

Compound activity from PubChem.
